Screening data: PubChem, National Center for Advancing Translational Sciences (NCATS)
ELG1 DNA repair: inhibitors of ELG1-dependent DNA repair in HEK293T cells | HEK293T ELG1-luciferase reporter, luminescence, 16 h; DNA damage induced by 5-fluorouridine | Potency, µM (series often up to 46.1 µM), for the others: at the top dose activity change, negative = inhibition, actives largely listed as inhibitors | 330,000 tested, 2.3% active; also: potency is read from the fitted curve at half-maximal effect; % is scaled to controls: 0 for no effect and ±100 for the full control effect; nearly all actives have a fitted effect of over 55% in size
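In this reporter screen, reduction of luminescence relative to DMSO vehicle indicated activity. Compounds and 5-fluorouridine were added together to 2,000 cells per well, incubated for 16 hr at 37 °C, then developed with ONE-Glo.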
KCNH2 3.1 inh: blocks the human KCNH2 3.1 channel isoform. U2OS KCNH2 3.1, thallium flux FluxOr; stronger effect = lower value. activity change, % (tested at about 1.8 µM). 340,000 tested, 0.95% active;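 active = maximum activity change below -70%; inconclusive = maximum activity change from -70% to -50%; inactive = maximum activity change above -50%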;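 also: thallium influx rate constant from kinetic fluorescence after stimulation buffer; % is scaled to controls: 0 for no effect and ±100 for the full control effect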
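Kinetic fluorescence (2 min after stimulation buffer) measures Tl+ influx through KCNH2 3.1 expressed by viral transduction in U2OS cells; the rate constant is normalized against DMSO controls serving as positive and negative references.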
TRPV1 ag: human TRPV1 agonism; AID 540275; TRPV1-expressing cells, Fluo-8 calcium influx, agonist mode; Q8NER1; activation, % at 8.33 µM; 320,000 tested, 0.19% active; in the data active = activation above about 80%; inconclusive = between about 30% and that limit; also: 0% is about no effect
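TRPV1-expressing cells were cultured overnight at 35.5C and loaded with Fluo-8 calcium dye for 40 to 90 min at room temperature. After a 10 s baseline, compound was added and calcium influx was read kinetically for 3 min (ex 480/em 520 nm).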
KCNH2 WT inh: blocks the wildtype human KCNH2 potassium channel; U2OS, BacMam KCNH2, thallium flux FluxOr; stronger effect = lower value; activity change, % at 1.84 µM; 340,000 tested, 0.37% active;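 active = maximum activity change below -70%; inconclusive = maximum activity change between -70% and -50%; inactive = maximum activity change above -50%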; also: % is scaled to controls: 0 for no effect and ±100 for the full control effect
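U2OS cells transduced with wild-type KCNH2 virus are loaded with FluxOr dye for 45 min, and thallium flux is measured in kinetic reads before and after stimulation buffer. Rate constants are normalized to DMSO controls.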
Mito fusion act: blocks mitochondrial division or promotes mitochondrial fusion. S. cerevisiae fusion-defective mutant growth rescue, CellTiterGlo 48 h. Potency, µM (highest dose often 46.1 µM), inactives show at the highest dose growth rescue (activation), usual class: activators. 320,000 tested, 0.23% active;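 also: potency is read from the fitted curve at half-maximal effect; % of control where 0% means no effect; nearly all actives have a fitted effect of over 45% in size; temperature-sensitive fusion mutants such as fzo1-1 at 37 °C on non-fermentable ethanol glycerol medium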
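Yeast fusion mutant, YPEG (non-fermentable carbon), compound, 48 h at 37C non-permissive; CellTiterGlo added, 10 min RT, luminescence read. Rescued growth = division inhibition.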
TSHR antagonist: antagonists of human thyroid stimulating hormone receptor. P16473. TSHR-expressing cells, TSH-stimulated cAMP HTRF, 2 h; stronger effect = lower value. activity change, negative = inhibition, % at 11.5 µM. 330,000 tested, 0.2% active;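 active = activity change below a set negative limit, meaning inhibition stronger than a set level, cut at about -70% in these data; inconclusive = activity change between two set negative limits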; also: % is scaled to controls: 0 for no effect and ±100 for the full control effect
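Antagonism was scored as loss of TSH-driven cAMP in TSHR cells, stimulated with 4nM TSH (EC80) for 2 hours at 37 deg C and detected by homogeneous HTRF competition immunoassay.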
A-T KAP1 phos: potential ataxia-telangiectasia treatments restoring KAP-1 phosphorylation | 320,000 tested, 0.19% active | […] A-T fibroblasts, KAP-1 phosphorylation AlphaLISA; neocarzinostatin DNA damage 30 min before lysis | AID 485349 | Potency, µM (top dose mostly 57.5 µM), inactives show at the highest dose activation, usual class: activators; also: potency is read from the fitted curve at half-maximal effect; % of control where 0% means no effect; nearly all actives have a fitted effect of over 45% in size
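hTERT-immortalized A-T patient fibroblasts ([…]), 500 cells/well in OPTI-MEM, 1% FBS, got compounds for 60 min, then NCS for 30 min at 37C. Lysates were then assayed for phospho-KAP-1 by AlphaLISA (anti-pKAP1 donor, anti-KAP1 acceptor beads), 6 hr at 25C.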
TCR act: activators of T cell receptors. Potency, µM (highest dose often 9.22 µM), for inactives: at the top dose activation of IL-2 secretion, usual class: activators. 330,000 tested, under 10 active. primary human leukocytes, anti-CD3, IL-2 HTRF, 48 h; also: % of control where 0% means no effect
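Using a-CD3 beads without co-stimulation, primary human leukocytes were exposed to compounds for 48 hr. An HTRF IL-2 kit measured the cytokine, with europium-to-d2 energy transfer producing emission at 665nm upon 320nm excitation.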
Eya2 phos inh: Eya2 (human) phosphatase inhibition; O00167; recombinant Eya2, OMFP fluorescence dephosphorylation (OMFP is methylfluorescein phosphate); Potency, µM (highest dose often 76.9 µM), inactives show top-dose activity, negative = inhibition, most hits filed as inhibitors; 330,000 tested, 0.006% active; AID 488837; also: potency is read from the fitted curve at half-maximal effect; % is scaled to controls: 0 for no effect and ±100 for the full control effect
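Eya2 protein (added as 0.2 uM solution) was preincubated with compound for 10 min at ambient temperature in 50 mM HEPES pH 7.5, 50 mM NaCl, 5 uM MgCl2, 0.05% BSA, 1 mM DTT. OMFP (added at 50 uM) then reacted 10 min; fluorescence read at 485/525 nm.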
USP2a inh: inhibitors of human ubiquitin-specific protease USP2a; Potency, µM (highest dose often 38.3 µM), without a hit: at the top dose activity change, negative = inhibition, hits mostly inhibitors; O75604; 330,000 tested, 0.01% active; USP2 core, Ub-CHOP2 coupled fluorogenic reporter, 485/531; AID 463254;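 also: potency is read from the fitted curve at half-maximal effect; plate controls were DMSO wells for no effect and full inhibition by NEM control for full effect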
Target sequence (O75604 whole entry, looked up): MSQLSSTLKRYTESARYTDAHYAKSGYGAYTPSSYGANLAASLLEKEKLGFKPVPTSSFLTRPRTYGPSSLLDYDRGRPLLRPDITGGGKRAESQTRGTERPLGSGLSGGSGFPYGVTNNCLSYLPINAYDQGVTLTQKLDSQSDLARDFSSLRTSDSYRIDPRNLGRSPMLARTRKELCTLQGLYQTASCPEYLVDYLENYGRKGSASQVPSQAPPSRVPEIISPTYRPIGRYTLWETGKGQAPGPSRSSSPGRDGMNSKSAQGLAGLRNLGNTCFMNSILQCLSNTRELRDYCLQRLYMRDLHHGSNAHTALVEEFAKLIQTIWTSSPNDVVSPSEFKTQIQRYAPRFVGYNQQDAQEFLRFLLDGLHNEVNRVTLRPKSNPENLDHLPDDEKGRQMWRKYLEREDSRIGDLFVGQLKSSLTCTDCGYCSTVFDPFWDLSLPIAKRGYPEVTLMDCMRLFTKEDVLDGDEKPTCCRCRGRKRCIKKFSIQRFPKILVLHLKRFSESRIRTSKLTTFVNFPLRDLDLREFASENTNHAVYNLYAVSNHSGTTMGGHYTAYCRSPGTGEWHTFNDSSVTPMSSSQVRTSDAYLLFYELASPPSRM
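Cell-free coupled assay: 10nM USP2 core preincubated 30min RT with compound in Tris-HCl pH 8.0/CaCl2/CHAPS buffer, then 25nM Ub-CHOP2 and 25nM reporter substrate; fluorescence (Ex 485/Em 531) read after 60min RT, normalized to NEM inhibition, concentration-response curves fitted.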
Numbers without * were called inactive; ? = inconclusive; / = no result given; [ ] = another dose, or the depositor's remark. Unless noted, calls follow the shape of the dose curve; as a rule, active = well fitted curve in the direction sought with a large enough effect; inconclusive = small, poorly fitted or top-dose-only effect, or another doubt; inactive = no such curve, though single readings can be large; an effect the other way counts as inactive or inconclusive. This is a subset; rates above refer to the full screens.

SMILES | ELG1 DNA repair | KCNH2 3.1 inh | TRPV1 ag | KCNH2 WT inh | Mito fusion act | TSHR antagonist | A-T KAP1 phos | TCR act | Eya2 phos inh | USP2a inh
CCOC(=O)c1c(/N=C/C2C(=O)CC(C)(C)CC2=O)sc(C)c1C | -3% | 5 | 14 | -7 | -3% | 3 | -1% | 2%[46.1 µM] | -8% | 1%
CC1=C(CCN2CCN(C(C)C)C(CCO)C2)C(C)(C)CCC1 (configuration not stated) | 8% | 9 | 0 | 9 | -6% | -4 | 3% | 3% | -13% | -3%
O=c1c(C=NCCCO)c(-c2ccccc2)[nH]n1-c1nc2ccccc2s1 | 18% | 8 | 10 | / | 0% | -5 | 0% | 0% | 0% | 0%
Cc1c(Cl)ccc2c(C(=O)O)cc(-c3ccccc3)nc12 | ? | -7 | -4 | -10 | 22% | -34 | 7% | 1% | -19% | -5%
O=S1(=O)[C@H]2C[C@H](CO)O[C@@]2(CO)CN1Cc1ccc(-c2cccc(Cl)c2)cc1 | 2.3µM* | -3 | / | -1 | / | -2 | 11% | 1%[46.1 µM] | -6% | 0%
CCCn1c(=O)c(-c2ccccc2)c(O)c2ccccc21 | 5% | -3 | 0 | -5 | 6% | 24 | -2% | 5% | 26% | 2%
Cc1noc(C)c1COC(=O)[C@@H](NC(=O)c1ccccc1Cl)C(C)C | 9% | -2 | 5 | 1 | -2% | 0 | 5% | 0% | -2% | -6%
O=C(COC(=O)CCC(=O)c1cccs1)NC1CC1 | 3% | 7 | 3 | 14 | -5% | -3 | 3% | -2% | 9% | 3%
Cc1ccc(C)c(S(=O)(=O)N=Nc2c(O)[nH]c3ccccc23)c1 | 13% | -3 | -3 | -13 | 12% | 9 | -6% | -3% | 10% | 1%
CC1CCc2c(c3ccccc3n2C(=O)CCl)C1 (configuration not stated) | ? | 13 | 2 | -1 | -15% | -17 | -6% | 2% | -12% | -7%
Cc1ccc(NC(=O)C2CCN(S(=O)(=O)c3ccccc3)CC2)cc1 | -23% | 3 | ? | 1 | 2% | 1 | -3% | -4% | 1% | 5%
Brc1ccc(C2=NC(Cc3ccccc3)CO2)cc1 (configuration not stated) | ? | 16 | 6 | 2 | 16% | 18 | 9% | 0% | -2% | -2%
Cc1cccc(NC(=S)NC2CC3C=CC2C3)c1 (configuration not stated) | 4% | 0 | ? | -4 | -2% | -5 | 2% | 2% | 8% | -2%
O=C(CCN1CCN(c2ccccc2F)CC1)Nc1ccc2c(c1)OCO2 | -21% | -20 | 13 | 3 | 1% | -2 | 3% | -5% | -3% | 2%
Cc1ccc2[nH]c(-c3ccccc3)cc(=O)c2c1 | ? | 10 | 4 | -11 | -1% | 12 | -11% | 10% | 10% | 1%
CN(C)CCCN(C(=O)COc1ccc(Cl)cc1)c1nc2cc3c(cc2s1)OCCO3 | ? | -3 | 4 | 3 | -7% | -3 | 4% | 3% | 1% | 1%
Cc1ccc(CN2C(=O)CCC2C(=O)NCCCN2CCCCC2C)cc1 (configuration not stated) | 2% | -2 | 0 | 0 | 2% | 4 | 23% | -1% | -8% | 5%
Cc1ccc(N(CC(=O)N/N=C/c2ccc(OC3CSC3)cc2)S(=O)(=O)c2ccccc2)cc1 | -1% | -46 | 2 | -2 | 3% | -6 | 0% | 4% | 15% | -1%
COC(=O)c1ccc(CO/N=C/c2ccc(OC)cc2)o1 | ? | -2 | 2 | -24 | 3% | -10 | 4% | -4% | 7% | 8%
CCS(=O)(=O)N1CCCC(C(=O)Oc2ccc(Br)cc2)C1 (configuration not stated) | -7% | 4 | -3 | 19 | 1% | 15 | 4% | -7% | 6% | 3%
Cc1ccc(-c2cc(C(=O)NNC(=O)c3csc(N4CCOCC4)n3)c3ccccc3n2)cc1 | ? | -3 | 0 | -5 | 18% | -15 | -10% | 1% | 14% | 1%
Cc1ccc(NC(=O)C2CCCN2C(=O)c2cccs2)c(C)c1 (configuration not stated) | 2% | 0 | 3 | -1 | 2% | -3 | -4% | 4% | 7% | -2%
CC1CCN(C2=NC(=O)/C(=C/c3cccc(O)c3)S2)CC1 | ? | 14 | ? | -19 | -3% | -11 | -23% | 6% | -15% | 2%
CC(NC(=O)c1ccco1)C12CC3CC(CC(C3)C1)C2 (configuration not stated) | 2% | -3 | 23 | -3 | 13% | -26 | 0% | 0% | 13% | 2%
CO/N=C\c1cc(C(=O)c2ccc(Cl)cc2Cl)cn1C | -7% | 1 | 6 | 8 | 4% | -4 | 1% | -3% | -22% | 4%

Other entries.
SMILES | ELG1 DNA repair | KCNH2 3.1 inh | TRPV1 ag | KCNH2 WT inh | Mito fusion act | TSHR antagonist | A-T KAP1 phos | TCR act | Eya2 phos inh | USP2a inh
Cc1cccc(NC(=O)C2C3CCCCC32)c1 (configuration not stated) | ? | -3 | ? | 9 | -1% | 35 | 3% | -3% | 3% | -1%
CCc1cc(=O)oc2cc(C)cc(OCC(=O)C(C)(C)C)c12 | ? | 31 | 27 | / | 20% | -9 | 14% | 10% | -11% | 1%
O=C(CSc1nc2ccccc2s1)N1c2ccccc2Sc2ccccc21 | -12% | -14 | / | -6 | 1% | 11 | -5% | 2% | 3% | 0%
Cc1csc(=O)n1CC(=O)OCc1nnc(-c2ccccc2)o1 | 22% | 22 | 1 | -2 | 2% | -2 | -6% | -2% | 13% | 1%
COc1ccc(-n2c(C)c(C(=O)O)c3cc(OC)c4ccccc4c32)cc1 | ? | 13 | 7 | -3 | 1% | 5 | 10% | 0% | ? | -2%
CN(C)S(=O)(=O)c1cccc(NC(=S)NC23CC4CC(CC(C4)C2)C3)c1 | -16% | 3 | 5 | -3 | -25% | -12 | 3% | -3% | 6% | 4%
COc1ccc(OCC(=O)N/N=C(\C)c2ccc(OC)cc2)cc1 | -1% | 17 | 10 | -2 | 2% | -3 | -6% | 1% | 10% | 0%
COc1ccc(/C=C/C(=O)Nc2ccccc2)cc1OC | ? | -10 | 0 | 5 | -2% | -8 | -3% | -5% | ? | -2%
O=c1c2ccccc2nc2n1C(CSc1ccc(F)cc1)CN2 (configuration not stated) | 2% | -10 | / | -10 | 0% | -9 | -3% | -6% | 3% | 0%
COc1ccc(NC(=O)[C@@H]2CCCN2C(=O)[C@@H]2Cc3ccccc3CN2C(=O)OC(C)(C)C)cc1 | 11% | 13 | ? | -9 | 3% | 5 | 4% | 8% | -4% | 1%
N#Cc1ccc(C23CC4(C2)[C@H](CN(Cc2ccc(-c5ccccc5)cc2)[C@@H]4c2ccccc2)C3c2ccccc2)cc1 (some centres not stated) | 12% | 44 | -4 | -6 | -16% | 7 | -3% | -4% | 0% | -3%
CCCc1ncc(CN2CCC(C(=O)Nc3cccc(-c4cscn4)c3)CC2)cn1 | 8.2µM* | 5 | -3 | 12 | -10% | -11 | / | -5% | -2% | 0%
Cc1ccc(Cc2cnc(NC(=O)C3=NCCN3)s2)cc1 | 5% | / | 2 | / | -2% | 14 | -2% | / | 7% | 0%
Cc1cc(C)c(C)c(N=Nc2nc3ccccc3n2C)c1C | ? | 6 | ? | -4 | 18% | 66 | -16% | 6%[46.1 µM] | -10% | -1%
